Bioassay records from PubChem BioAssay.
mIDH1 inhibitor = blocks human mutant IDH1 R132H enzyme; O75874; IDH1-R132H enzyme, NADPH consumption, diaphorase/resazurin fluorescence; Potency, µM (highest dose often 76.6 µM), for the others: at the highest dose activity change, negative = inhibition, actives largely listed as inhibitors; 390,000 compounds, 0.093% hits; AID 602179; note: potency is the fitted concentration of half-maximal effect; % is set by controls: 0 for no effect and ±100 for the full control effect; nearly all actives have a fitted effect of over 65% in size
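IDH1-R132H (0.5 ug/mL dispensed) in pH 7.5 Tris buffer was preincubated 30 min with compound, then given a substrate mix of 0.016 mM NADPH and 2 mM alpha-KG for 80 min at room temperature; remaining NADPH was read by diaphorase/resazurin fluorescence.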
Vif-A3F inh = blocks the Vif interaction with APOBEC3F. Potency, µM (doses to about 46.1 µM), inactives show at the top dose activity, negative = active. AID 602313. 390,000 compounds, 0.2% hits. HeLa A3F-eYFP + Vif (tagged APOBEC3F with the HIV-1 protein that degrades it), YFP fluorescence increase; note: potency is the fitted concentration of half-maximal effect; % of control where 0% means no effect; nearly all actives have a fitted effect of over 65% in size
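HeLa cells stably expressing A3F-eYFP plus Vif, plated and incubated overnight at 37 deg C, then exposed to compounds overnight at 37 deg C. Blocked degradation read as raised yellow fluorescence (Ex 488/Em 500-530).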
TrxR1 inh = rat TrxR1 inhibition. O89049. recombinant rTrxR1, NADPH fluorescence consumption, selenite substrate. Potency, µM (titrated, usually from 114 µM), inactives show at the top dose activity change, negative = inhibition, usual class: inhibitors. 390,000 compounds, 1% hits; note: potency is the fitted concentration of half-maximal effect; % is set by controls: 0 for no effect and ±100 for the full control effect; nearly all actives have a fitted effect of over 65% in size
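Rat TrxR1 (90 nM in the dispensed reagent) was pre-reduced with 400 uM NADPH for 5 min at room temperature, then incubated with compound for 15 min. After 400 uM selenite was added, NADPH fluorescence (Ex 340/Em 450 nm) was followed for 8 min.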
RGS4 inh = inhibitors of human regulator of G protein signaling 4. 390,000 compounds, 0.039% hits. Potency, µM (series often up to 114 µM), for the others: top-dose activity change, negative = inhibition, most hits filed as inhibitors. Transcreener GDP fluorescence polarization, RGS4-accelerated GTP hydrolysis; note: potency is the fitted concentration of half-maximal effect; % is set by controls: 0 for no effect and ±100 for the full control effect; nearly all actives have a fitted effect of over 75% in size; some results filed as inactive show a strong effect at the top dose
Target sequence (P49798 whole entry, looked up): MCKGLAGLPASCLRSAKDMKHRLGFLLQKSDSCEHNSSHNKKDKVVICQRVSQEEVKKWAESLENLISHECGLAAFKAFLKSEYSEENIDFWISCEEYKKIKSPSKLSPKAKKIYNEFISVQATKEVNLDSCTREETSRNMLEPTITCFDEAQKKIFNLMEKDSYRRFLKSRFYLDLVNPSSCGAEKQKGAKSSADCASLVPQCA
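MLSMR compounds (23 nl, pin-transferred) preincubated 10 min at room temperature with a 500nM (2x) first reagent, then RGS4 at 900nM (2x) plus Transcreener GDP mix added; fluorescence polarization (620/688 nm) read before and after 90 min at 30 °C.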
GRP78 ERSR act = induces the endoplasmic reticulum stress response in human glioma cells. U87-MG GRP78 promoter luciferase reporter, 16 h. Potency, µM, for inactives: at the highest dose activation, most hits filed as activators. 420,000 compounds, 0.02% hits. AID 602332; note: potency is the fitted concentration of half-maximal effect; series mostly up to about 76 µM; % of control where 0% means no effect; nearly all actives have a fitted effect of over 35% in size
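Stably transfected U87-MG human glioma cells carrying a GRP78-based luminescent sensor were seeded at 1000 cells/well, pin-dosed with compounds and incubated 16 h. Luciferase reagent was then added, and end-point luminescence was read after 10 min at room temperature.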
LDHA inh = inhibitors of human lactate dehydrogenase A; purified LDHA, NADH/diaphorase-resazurin fluorescence; active compounds read low; P00338; activity change, % (values are at about 110 or 230 µM); 480,000 compounds, 0.15% hits; in the data active = activity change below about -30%; inconclusive = mostly about -25% to -30%;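 note: plate controls were DMSO wells for no effect and wells without enzyme for full effect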
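Resorufin fluorescence (ex540/em590), read at 0 and 20 min after diaphorase/resazurin addition, reports the NADH left after a 5 min room-temperature reaction of 2 nM human LDH5 with 0.06 mM NADH and 0.2 mM pyruvate.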
TrxR1 substrate = is turned over as a substrate by rat TrxR1; O89049; purified TrxR1 substrate turnover, NADPH consumption readout; Potency, µM (titrated, usually from 114 µM), for the others: top-dose activity change, negative = substrate turnover; 390,000 compounds, 0.01% hits; note: potency is the fitted concentration of half-maximal effect; % is set by controls: 0 for no effect and ±100 for the full control effect; nearly all actives have a fitted effect of over 50% in size
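Rat TrxR1, dispensed at 90 nM, was prereduced with 400 uM NADPH (final) for 5 min at ~22 deg C, then incubated with compound 15 min before 400 uM selenite. A first-read NADPH fluorescence drop versus no-compound background flagged substrates.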
USP1 inh = blocks the human USP1/UAF1 deubiquitinase complex; Potency, µM (highest dose often 57.1 µM), for the others: at the top dose activity change, negative = inhibition, most hits filed as inhibitors; recombinant USP1/UAF1, Ub-Rhodamine cleavage fluorescence; O94782; 390,000 compounds, 0.23% hits; AID 743255; note: potency is the fitted concentration of half-maximal effect; % is set by controls: 0 for no effect and ±100 for the full control effect; nearly all actives have a fitted effect of over 60% in size; inactives centre near -12
Target sequence (O94782 whole entry, looked up): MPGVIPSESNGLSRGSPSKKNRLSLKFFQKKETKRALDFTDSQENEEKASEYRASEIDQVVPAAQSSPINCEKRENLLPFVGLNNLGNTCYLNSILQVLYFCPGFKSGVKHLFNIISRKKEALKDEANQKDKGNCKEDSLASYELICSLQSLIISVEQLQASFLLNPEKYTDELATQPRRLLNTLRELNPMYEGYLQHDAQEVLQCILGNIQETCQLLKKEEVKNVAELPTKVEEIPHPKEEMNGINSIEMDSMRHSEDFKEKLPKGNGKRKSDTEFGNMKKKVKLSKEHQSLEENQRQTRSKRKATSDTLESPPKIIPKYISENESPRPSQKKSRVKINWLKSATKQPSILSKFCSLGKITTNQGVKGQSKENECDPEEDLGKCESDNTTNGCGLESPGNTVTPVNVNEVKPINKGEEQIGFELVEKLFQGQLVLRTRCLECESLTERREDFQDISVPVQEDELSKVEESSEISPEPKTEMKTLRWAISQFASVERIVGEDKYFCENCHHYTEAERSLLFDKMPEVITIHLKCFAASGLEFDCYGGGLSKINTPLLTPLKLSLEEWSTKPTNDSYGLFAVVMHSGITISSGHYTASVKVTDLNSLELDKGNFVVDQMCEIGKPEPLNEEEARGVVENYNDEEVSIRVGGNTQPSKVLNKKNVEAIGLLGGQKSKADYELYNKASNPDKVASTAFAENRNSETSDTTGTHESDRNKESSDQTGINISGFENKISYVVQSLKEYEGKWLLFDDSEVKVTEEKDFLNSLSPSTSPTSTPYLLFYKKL
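1 nM enzyme complex + cpd, 15 min RT; start with Ub-Rho 150nM final; kinetic fluorescence ex 480/em 540, 6 reads q60 s. Buffer 50mM HEPES pH 7.8, 0.5mM EDTA, 0.1 mg/ml BSA, 1mM TCEP, 0.01% Tween-20.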
Vif-A3G inh = Vif-A3G binding inhibition; 410,000 compounds, 0.076% hits; Potency, µM (top dose mostly 46.1 µM), without a hit: top-dose activity, negative = active, hits mostly inhibitors; HeLa A3G-eYFP + Vif (tagged APOBEC3G with the HIV-1 protein that degrades it), YFP fluorescence, overnight;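 note: potency is the fitted concentration of half-maximal effect; % is set by controls: 0 for no effect and ±100 for the full control effect; nearly all actives have a fitted effect of over 60% in size; hits raise eYFP signal because A3G escapes Vif-driven loss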
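HeLa cells stably expressing Vif and C-terminally eYFP-tagged A3G, seeded overnight at 37 deg C, then exposed to compound by pintool overnight at 37 deg C. Rise in yellow fluorescence (Ex 488/Em 500-530, Acumen) marks blocked Vif-driven A3G degradation.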
* = called active by the depositor; ? = inconclusive; . = no result given; & = joins results of further samples; [ ] = dose if it differs, or a comment. Unless noted, calls come from the whole dose curve; as a rule, active = well fitted curve in the direction sought with a large enough effect; inconclusive = small, poorly fitted or top-dose-only effect, or another doubt; inactive = no such curve, though single readings can be large; an effect the other way counts as inactive or inconclusive. Some of the compounds tested; rates above refer to the full screens.

SMILES	mIDH1 inhibitor	Vif-A3F inh	TrxR1 inh	RGS4 inh	GRP78 ERSR act	LDHA inh	TrxR1 substrate	USP1 inh	Vif-A3G inh
CN(C)c1ccc(CNC(=O)CN2C(=O)C3CCCCN3c3ccc(C(=O)N4CCCC4)cc32)cc1 (stereo not given)	-6%	-6%	9%[57.1 µM]	11%	1%	-1	-3%[57.1 µM]	-1%	1%
COCc1cc(C)nc2sc3c(=O)n(-c4ccccc4C(F)(F)F)nnc3c12	-10%	1%	21%[57.1 µM]	4%	-5%	-4	-3%[57.1 µM]	-23%	-3%
CCOC(=O)/C(C#N)=C\c1ccc(N2CCN(C/C=C/c3ccccc3)CC2)cc1	4%	?	-9%	-16%	4%	-2	-11%	28µM*	1%
C#CCNC(=O)C1=C[C@@H](c2ccc(Br)cc2)C[C@@H](OCCCCO)O1	3%	0%	-32%	-12%	-4%	1	2%	-24%	-7%
N#CCCN(CCC#N)C(=O)COc1ccc(Cl)cc1Cl	0%	-11%	24%	0%	-5%	3	9%	-16%	0%
O=C(COC(=O)c1ccco1)Nc1ccccc1	1%	0%	-1%	?	-1%	2	-2%	-5%	2%
CNC(=S)N/N=C(\C)c1ccc(N2CCOCC2)cc1	-6%	?	?	-21%	0%	-4	-10%	0%	-1%
S=c1sc(SCCOc2ccccc2)nn1-c1ccccc1	-3%	-1%	-2%	-11%	-3%	-1	-9%	-7%	-1%
COc1ccc(S(=O)(=O)Cc2ccc(C(=O)N3CCN(c4ccccc4F)CC3)o2)cc1	0%	-8%	17%	0%	-1%	-1	6%	?	2%
CCc1ccc(NC(=O)CCS(=O)(=O)c2ccc(Cl)cc2)cc1	4%	5%	8%	-1%	-4%	-2	-3%	-8%	1%
O=C(CSc1nnc(-c2cccnc2)n1Cc1ccccc1)NCc1ccco1	3%	-4%	?	-9%	-2%	1	15%	-18%	0%
COc1cc2nc(NC(=O)c3ccccc3)[nH]c(=O)c2cc1OC	3%	-1%	-13%	?	-5%	-2&10	-11%	-19%	-3%

The last 4 compounds of the section before open the next one:
SMILES	mIDH1 inhibitor	Vif-A3F inh	TrxR1 inh	RGS4 inh	GRP78 ERSR act	LDHA inh	TrxR1 substrate	USP1 inh	Vif-A3G inh
COc1ccc(S(=O)(=O)Cc2ccc(C(=O)N3CCN(c4ccccc4F)CC3)o2)cc1	0%	-8%	17%	0%	-1%	-1	6%	?	2%
CCc1ccc(NC(=O)CCS(=O)(=O)c2ccc(Cl)cc2)cc1	4%	5%	8%	-1%	-4%	-2	-3%	-8%	1%
O=C(CSc1nnc(-c2cccnc2)n1Cc1ccccc1)NCc1ccco1	3%	-4%	?	-9%	-2%	1	15%	-18%	0%
COc1cc2nc(NC(=O)c3ccccc3)[nH]c(=O)c2cc1OC	3%	-1%	-13%	?	-5%	-2&10	-11%	-19%	-3%
CCOC(=O)N1CCN(C(=O)C(C)n2nc(C)n3c(cc4sccc43)c2=O)CC1 (stereo not given)	0%	-10%	-24%	17%	1%	3	-3%	6%	-17%
COc1ccc(CNCc2cc(Cl)ccc2O)cc1	8%	-11%	32%	13%	-4%	2	12%	-8%	0%
CC(C)Cn1cnc2c(SCc3ccccc3Cl)nc(N)nc21	1%	1%	-11%	14%	3%	-2	-16%	-9%	-12%
COc1cc(C(=O)Nc2cccc(-c3nc4cc(C)ccc4o3)c2)cc(OC)c1OC	1%	-21%	-9%	-2%	1%	-1&4	4%	-17%	1%
COC(=O)c1ccc(Cl)c(NC(=O)CN2CCN(C)CC2)c1	1%	-18%	-1%	15%	-2%	4	-3%	-6%	-1%
CCCc1cc(CN(C)C(=O)CC2C(=O)NCCN2Cc2ccccc2C)[nH]n1 (stereo not given)	3%	-12%	-18%	15%	-2%	6	5%	-13%	0%
O=S(=O)(c1ccc(SCc2c(F)cccc2Cl)nc1)N1CCCC1	0%	1%	.	.	-1%	-2	.	-24%	1%
Cc1cccc(C(=O)NCc2nc3ccccc3n2Cc2ccccc2Cl)c1	-5%	0%	10%	-14%	-4%	2	-1%	-12%	4%
Cc1cc(C)cc(C(=O)N2CCC(CCC(=O)NC3CC3)CC2)c1	-2%	2%	?	1%	4%	-2	-13%	5%	-2%
NS(=O)(=O)c1ccc(NC(=O)Nc2ccc3c(c2)OCO3)cc1	0%	3%	10%	4%	0%	-3	3%	-8%	0%
CC(C)(C)NC(=O)CSc1nnc(-c2ccncc2)o1	9%	4%	-9%	-3%	-1%	-13	-4%	-16%	0%
COc1cc(C2c3c(oc4ccc(F)cc4c3=O)C(=O)N2c2nc(C)c(C)s2)cc(OC)c1OC (stereo not given)	19%	3%	18%	-6%	-3%	3	7%	-6%	0%

Part of the list above, bar-delimited.
molecule | mIDH1 inhibitor | Vif-A3F inh | TrxR1 inh | RGS4 inh | GRP78 ERSR act | LDHA inh | TrxR1 substrate | USP1 inh | Vif-A3G inh
COC(=O)c1ccc(Cl)c(NC(=O)CN2CCN(C)CC2)c1 | 1% | -18% | -1% | 15% | -2% | 4 | -3% | -6% | -1%
CCCc1cc(CN(C)C(=O)CC2C(=O)NCCN2Cc2ccccc2C)[nH]n1 (stereo not given) | 3% | -12% | -18% | 15% | -2% | 6 | 5% | -13% | 0%
COc1ccc(S(=O)(=O)Cc2ccc(C(=O)N3CCN(c4ccccc4F)CC3)o2)cc1 | 0% | -8% | 17% | 0% | -1% | -1 | 6% | ? | 2%
CNC(=S)N/N=C(\C)c1ccc(N2CCOCC2)cc1 | -6% | ? | ? | -21% | 0% | -4 | -10% | 0% | -1%

(cont.)
SMILES	mIDH1 inhibitor	Vif-A3F inh	TrxR1 inh	RGS4 inh	GRP78 ERSR act	LDHA inh	TrxR1 substrate	USP1 inh	Vif-A3G inh
Cn1c(=O)c2nc(SCC(=O)Nc3cc(Cl)cc(Cl)c3)n(C)c2n(C)c1=O	-24%	-2%	22%[57.1 µM]	-1%	-2%	-7	0%[57.1 µM]	-6%	4%
Cc1onc(-c2ccccc2)c1-c1nnc(COC(=O)c2ccc(F)cc2)o1	-1%	2%	.	.	0%	1	.	-18%	-2%
Cc1cc(NC(=O)c2cccnc2)ccc1NC(=O)c1ccco1	-4%	-14%	5%	-11%	0%	-6	-2%	-16%	-1%
Cc1ccc(NC(=O)c2ncoc2-c2ccco2)cc1Cl	-15%	-1%	11%[57.1 µM]	-28%	1%	-1&-4	3%[57.1 µM]	-14%	5%
CC(CCc1ccccc1)NS(=O)(=O)c1ccccc1F (stereo not given)	-4%	-7%	13%	19%	-3%	-3	-1%	-2%	2%
CO[C@H]1C[C@@H]2CC[C@@H](C)[C@@](O)(O2)C(=O)C(=O)N2CCCC[C@H]2C(=O)O[C@H]([C@H](C)C[C@@H]2CC[C@@H](O)[C@H](OC)C2)CC(=O)[C@H](C)/C=C(\C)[C@@H](O)[C@@H](OC)C(=O)[C@H](C)C[C@H](C)/C=C/C=C/C=C/1C	.	.	-16%	.	-5%&1%	3	-6%	.	-2%
CCOc1ccc2nc(C)cc(Nc3ccccc3OCC)c2c1	0%	1%	5%	-7%	-3%	-1	7%	-11%	2%
Cc1cccc2cc(CN(Cc3cccnc3)C(=O)c3ccccc3F)c(Cl)nc12	-1%	-13%	-4%	9%	0%	-9	2%	19%	-1%
CCOc1ccc(OCC(=O)Nc2c3c(nn2C(C)(C)C)CS(=O)(=O)C3)cc1	11%	-6%	19%	15%	-8%	29	2%	-19%	1%
CCOC(=O)C1CCN(C2=NC(=O)/C(=C/c3ccc(OC)c(OC)c3)S2)CC1	-3%	2%	-1%	-22%	2%	-3	-11%	-26%	-3%
Cc1ccccc1NC(=O)COc1ccc2c(c1)OC(C)(C)CC2=O	11%	-5%	4%	-12%	3%	-1	2%	-22%	1%
Cc1[nH]n(-c2ccccc2)c(=O)c1N=Nc1ccc(C(=O)O)cc1	-1%	1%	-3%	20%	5%	-8	-13%	?	1%
Cc1ccc(/C=N/n2nnnc2N)cc1[N+](=O)[O-]	-1%	-2%	17%	-15%[56.9 µM]	-3%	-18	2%	-7%	2%
Cc1c(C(=O)OCC(=O)NC(C)c2ccccc2)oc2ccccc12 (stereo not given)	-7%	-2%	21%	6%	-1%	-2	-1%	-10%	-1%
O=C(CSc1ncn[nH]1)c1ccc(OC(F)F)cc1	10%	-5%	12%[57.1 µM]	-27%	1%	-6	-16%[57.1 µM]	-27%	0%
O=C(CSc1nnc(-c2ccccc2)n1Cc1ccccc1)NC1CC1	2%	-2%	-12%	13%	1%	-2	0%	-6%	1%
CN(Cc1ccccc1)C(=O)C1CCN(S(=O)(=O)c2ccc3c(c2)oc(=O)n3C)CC1	10%	-8%	-12%	9%	-1%	1	-10%	-25%	0%
O=[N+]([O-])c1ccc(Cl)cc1Sc1nc2ccccc2o1	4%	-6%	28%	5%	-3%	-4	6%[57.1 µM]	-12%	-24%
